# Compound activity deposited in PubChem by several laboratories.
# Fibroblast inh: antiproliferative effect on LL 47 fibroblasts – human, LL 47 cells, CellTiter-Glo luminescence, primary screen; viability, % at 10 µM; AID 719, 2007; 85,000 compounds, 1.1% hits; LL 47 human lung fibroblast viability, ATP luminescence; active compounds read low;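 active means viability at or below 50% in the single dose screen; inactive means viability above 50%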;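 further: compound exposure lasted 72 h before the ATP readout; 100% = median luminescence of untreated cell-only wells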
#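 material = human LL 47 lung fibroblast cells | dosing = compounds added from tenfold dosing solution, 0.1% DMSO final | timing = overnight cell rest, 72 h compound treatment at 37 °C | measured by = CellTiter-Glo luminescence measuring cellular ATP | evaluation = % viability versus median cells-only luminescence | control set = cell-only wells, no compound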
# S1P2 antag: human S1P2 receptor antagonists, primary screen, cell-based. 97,000 compounds, 0.21% hits. inhibition, % at 5 µM. cell-based S1P2 antagonist assay, inhibition at 5 uM. Sphingosine 1-phosphate receptor 2 (Homo sapiens), O95136; in the data active means inhibition above about 45%;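 further: CRE beta-lactamase reporter cells expressing human S1P2 stimulated with S1P; 0% = agonist at EC80 alone and 100% = agonist plus reference antagonist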
# Target sequence (O95136 whole entry, looked up): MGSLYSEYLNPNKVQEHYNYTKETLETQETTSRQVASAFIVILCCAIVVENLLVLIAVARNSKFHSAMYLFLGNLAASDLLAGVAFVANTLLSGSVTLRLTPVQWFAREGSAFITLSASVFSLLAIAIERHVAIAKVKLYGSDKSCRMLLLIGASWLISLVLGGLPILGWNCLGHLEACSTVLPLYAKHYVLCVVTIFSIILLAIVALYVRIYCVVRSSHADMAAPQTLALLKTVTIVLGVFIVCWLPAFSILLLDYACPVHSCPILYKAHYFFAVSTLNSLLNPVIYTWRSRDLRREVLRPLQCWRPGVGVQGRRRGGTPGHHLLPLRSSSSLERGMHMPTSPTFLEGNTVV
# HUVEC inhibit: inhibitors of HUVEC proliferation, primary screen, cell-based, 384-well; CellTiter-Glo luminescence, 72 h; active compounds read low; viability, % at 10 µM (by protocol); 86,000 compounds, 1.1% hits; AID 648, 2007;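 active means viability at or below 30%; inactive means viability above 30%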;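 further: 100% = median luminescence of DMSO-only cell control wells on each plate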
# S1P2 ag: S1P2 receptor agonists, primary screen, cell-based; Sphingosine 1-phosphate receptor 2 (Homo sapiens), O95136; S1P2-expressing cell line, agonist reporter read-out; activation, % at 4.5 µM; 97,000 compounds, 0.46% hits; AID 729, 2007; in the data active means activation above about 16%;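 further: 0% = vehicle low control and 100% = maximal reference agonist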
# sEH inhibitor: soluble epoxide hydrolase inhibitors, primary screen, biochemical, human sEH; recombinant human sEH enzymatic activity assay; inhibition, % at 2 µM; 91,000 compounds, 0.34% hits; AID 707, 2007; in the data active means inhibition above about 80%; further: values of inactives mirror those of a sister screen read the other way; many of its hits are not listed in these tables
# Target sequence (P34913 whole entry, looked up): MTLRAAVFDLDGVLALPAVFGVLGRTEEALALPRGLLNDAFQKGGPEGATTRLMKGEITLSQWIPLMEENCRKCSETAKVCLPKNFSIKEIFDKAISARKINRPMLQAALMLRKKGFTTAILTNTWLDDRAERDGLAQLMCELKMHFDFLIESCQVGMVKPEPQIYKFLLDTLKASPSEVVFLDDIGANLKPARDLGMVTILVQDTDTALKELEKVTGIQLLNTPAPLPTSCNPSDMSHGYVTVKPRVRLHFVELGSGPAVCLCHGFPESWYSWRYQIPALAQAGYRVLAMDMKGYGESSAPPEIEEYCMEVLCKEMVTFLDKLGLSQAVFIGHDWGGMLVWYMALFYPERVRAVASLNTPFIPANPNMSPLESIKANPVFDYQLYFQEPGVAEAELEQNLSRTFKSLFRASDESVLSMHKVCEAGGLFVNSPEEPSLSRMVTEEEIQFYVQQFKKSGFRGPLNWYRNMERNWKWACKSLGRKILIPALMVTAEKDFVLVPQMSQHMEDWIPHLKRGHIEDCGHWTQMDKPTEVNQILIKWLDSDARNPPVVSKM
# PostGolgi ctrl: growth inhibition of yeast control strain, primary screen, counter-screen for post-Golgi transport modulator project; efflux-deficient yeast background strain, growth absorbance A615, 16 h; inhibition, % at 10 µM; 98,000 compounds, 5% hits; AID 738, 2007; in the data active means inhibition above about 30%
# sEH act: soluble epoxide hydrolase activators, primary screen, biochemical, human sEH; Bifunctional epoxide hydrolase 2 (Homo sapiens), P34913; purified human sEH enzymatic activity, activator screen; activation, % at 2 µM; 91,000 compounds, 0.04% hits; AID 717, 2007; in the data active means activation above about 37%; further: values of inactives mirror those of a sister screen read the other way
# H69AR inhibit: proliferation blockers of H69AR lung cancer cells, primary screen, cell-based, human, 86K library; viability, % at 10 µM; 85,000 compounds, 6% hits; H69AR lung tumor viability, ATP luminescence, 72 h; active compounds read low;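 active means viability at or below 40%; inactive means viability above 40%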;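 further: multidrug resistant small cell line overexpressing MRP-1 efflux transporter; 100% = mean luminescence of untreated control wells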
# PTPN22 act: LYP phosphatase activators, primary screen, biochemical, DiFMUP fluorescence, 2 µM; activation, % at 2 µM; Tyrosine-protein phosphatase non-receptor type 22 (Homo sapiens), Q9Y2R2; recombinant LYP; 0 = plate median, 100 = signal doubled; 96,000 compounds, 0.11% hits;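 active means activation at 2 µM above a set limit, the mean plus 5 SD, cut at about 37% in these data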
# Starred values were filed as active, the others as inactive; . = not tested or not shown. The list is partial; count on the stated rates, not on these rows.
SMILES,Fibroblast inh,S1P2 antag,HUVEC inhibit,S1P2 ag,sEH inhibitor,PostGolgi ctrl,sEH act,H69AR inhibit,PTPN22 act
CC(=O)Nc1ccc(S(=O)(=O)N2CCNC(=O)CC2)cc1,.,4,.,-1,2,3,1,.,-6
O=C(N1CCN(c2ccc(F)cc2)CC1)C12CC3CC(CC(C3)C1)C2,.,11,.,-4,-6,2,5,.,-7
O=C(Nc1nc(-c2nc3ccccc3s2)cs1)C1CC1,104,.,90,.,.,18,.,99,.
COc1ccc(Nc2nc3ccccc3nc2C)cc1,.,14,85,-10,6,-4,-5,84,-2
O=C(c1cccc(Br)c1)N1CCN(C(=O)N2CCOCC2)CC1,97,0,102,-2,2,.,-2,109,-7
Cc1nc(NCCN2CCOCC2)c2nnn(Cc3ccccc3Cl)c2n1,99,3,119,-7,6,6,-6,87,4
CCn1c(-c2cc(-c3cc(OC)ccc3OC)nc3ccccc23)n[nH]c1=S,.,-5,.,1,12,14,-11,.,-4
CCN(CC)C(=O)C1CCC(C)(C(=O)O)C1(C)C (configuration not stated),108,-2,100,-3,.,7,.,96,-2
CCSc1nnc(NC(=O)c2nc(-c3ccccc3)n(-c3ccccc3)n2)s1,98,1,92,-4,-2,16,1,72,-8
CNc1ncc(C(=O)c2ccc(Cl)c(Cl)c2)s1,.,1,.,-7,9,12,-10,.,20
Cc1nnc(NCc2ccncc2)c2ccccc12,99,0,94,-8,0,0,1,94,4
C/C(=N/NC(=O)c1ccc(Cl)s1)c1ccc(NC(=O)COc2ccc(Cl)cc2)cc1,.,23,.,-1,1,0,0,.,7
O=c1c2c([nH]c3ccccc13)CCCCCC2,100,3,98,-3,2,-1,-3,99,4
Cc1cc(CN2CCOCC2)c(O)c(C2(C)CCCCC2)c1,90,-11,93,0,2,15,-1,76,-3
COc1ccc(NC(=O)N2CCN(c3cccc(C(F)(F)F)c3)CC2)cc1OC,115,-5,93,-2,2,-9,-1,82,-9
Cc1ccc(NC(=O)NNC(=O)C2CC(c3cccnc3)=NO2)cc1 (configuration not stated),.,14,.,-5,-5,11,5,.,3
Cc1ccc(C(=O)c2c(NC(=O)c3ccccc3)sc(C)c2C)cc1,.,-28,.,-9,4,5,-4,.,1
CCC(C)NC(=O)CSc1ccc(NC(C)=O)cc1 (configuration not stated),.,-7,.,-1,-8,2,9,.,5
Cc1ccc(-c2nn(-c3ccccc3)cc2CO)o1,100,2,91,-2,9,.,-8,81,0
COc1cc(OC)c(C2C(C#N)=C(N)OC3=C2C(=O)CC(C)(C)C3)cc1OC (configuration not stated),.,-5,.,-5,13,1,-11,.,1
COc1ccc(-n2cnnc2SCC(=O)N(C)C2CCS(=O)(=O)C2)cc1 (configuration not stated),95,10,109,-2,-20,3,21,103,0
O=C(CS(=O)(=O)c1cccc(Cl)c1)Nc1ccccc1Cl,.,14,.,-6,7,23,-5,.,19
CCCCN1C2=NCCCN2c2cc(C)c(C)cc21,.,-20,.,-1,-8,24,7,.,4
Cc1noc(C)c1COC(=O)c1ccc2c(c1)OCO2,93,-4,98,-7,-10,43*,9,107,-5
CCOC(=O)CC1C(=O)NCCN1C(=O)NC1CCCCC1 (configuration not stated),85,-4,87,-2,-13,-3,12,87,-7

# Sorted by heavy-atom count (highest first): some entries from above
SMILES,Fibroblast inh,S1P2 antag,HUVEC inhibit,S1P2 ag,sEH inhibitor,PostGolgi ctrl,sEH act,H69AR inhibit,PTPN22 act
CCn1c(-c2cc(-c3cc(OC)ccc3OC)nc3ccccc23)n[nH]c1=S,.,-5,.,1,12,14,-11,.,-4
Cc1ccc(NC(=O)NNC(=O)C2CC(c3cccnc3)=NO2)cc1 (configuration not stated),.,14,.,-5,-5,11,5,.,3
CNc1ncc(C(=O)c2ccc(Cl)c(Cl)c2)s1,.,1,.,-7,9,12,-10,.,20

# Back to the main list; the two compounds before the break are reprinted first.
SMILES,Fibroblast inh,S1P2 antag,HUVEC inhibit,S1P2 ag,sEH inhibitor,PostGolgi ctrl,sEH act,H69AR inhibit,PTPN22 act
Cc1noc(C)c1COC(=O)c1ccc2c(c1)OCO2,93,-4,98,-7,-10,43*,9,107,-5
CCOC(=O)CC1C(=O)NCCN1C(=O)NC1CCCCC1 (configuration not stated),85,-4,87,-2,-13,-3,12,87,-7
COc1cc2cc(C#N)c(SCC(=O)N3CCOCC3)nc2cc1OC,97,-45,90,-3,-8,.,12,53,6
CCOC(=O)C1CCCN(S(=O)(=O)c2ccc(Br)s2)C1 (configuration not stated),101,14,99,-4,3,13,-3,83,3
CCCC(c1nnnn1Cc1ccc(F)cc1)N1CCN(C2CCCCC2)CC1 (configuration not stated),91,22,107,-4,4,2,-5,73,-6
Cc1cccc(OCCSc2cc(C)nc(N)n2)c1,101,.,75,.,.,12,.,75,.
CCOC(=O)c1sc(NC(=O)c2c(C)noc2C)c(C(=O)OCC)c1C,91,1,81,-6,18,.,-20,38*,-2
O=C(CCN1C(=O)c2ccccc2C1=O)Nc1ccc(F)cc1F,100,.,99,.,.,-4,.,96,.
CC(C)c1nnc(NC(=O)CCCCCN2C(=O)C3C4C=CC(C4)C3C2=O)s1 (configuration not stated),95,-8,104,-1,.,-2,.,82,-4
CCC(=O)Nc1ccc(OC)cc1OC,102,-1,86,-3,0,-1,3,92,-10
CC1CCCN(S(=O)(=O)c2ccc(NC(=O)CN3CCN(C)CC3)cc2)C1 (configuration not stated),93,-3,94,-2,8,-3,-6,93,-13
Cc1ccc(N2CCN(C3=NC(=O)/C(=C\c4cccs4)S3)CC2)cc1,.,-5,.,-9,10,23,-10,.,-10
O=C(CCNc1cccc(Cl)c1)c1ccco1,97,.,92,.,.,0,.,2.2*,.
O=C1C2C3c4ccccc4C(c4ccccc43)[C@@H]2c2nc3ccccc3n21 (some centres not stated),101,-16,90,-6,13,11,-11,82,-8
Cc1ccc(-n2ncc3c(=O)[nH]c(SCC(=O)N4CCCCC4)nc32)cc1,87,11,81,-3,8,6,-11,64,1
CCOCCn1c(CN2CCN(c3ccc(OC)cc3)CC2)nc2c1c(=O)n(C)c(=O)n2C,105,-3,86,-3,3,.,2,82,3
CN(Cc1ccccc1)C(=O)c1ccccc1NC(=O)c1ccccc1,.,16,.,-7,12,-1,-10,.,-1
COc1cc2c(cc1OC)C(c1cc(OC)c(OC)c(OC)c1)NCC2 (configuration not stated),100,-3,108,0,-12,.,10,84,-1
CCCOc1ccc(C(=O)N2CC3(CC(c4cccc(NC(=O)[C@@H]5CCC(=O)N5)c4)=NO3)C[C@H]2C(=O)NC2(C(N)=O)CC2)cc1 (some centres not stated),.,-1,.,-6,9,3,-8,.,-3
COC(=O)c1cc(=O)n(CCc2ccc(OC)cc2)c(=Nc2ccc(F)c(Cl)c2)s1,62,-6,22*,-5,.,12,.,1.7*,2
CCn1c(-c2ccc(OC)c(OC)c2)n[nH]c1=S,98,-21,69,-3,7,9,-4,91,-10
Cc1ccc(C(=O)CC(=O)c2cccc(F)c2)c(O)c1,.,-4,.,-2,-5,27,6,.,9
CC1CCCCC1N=CC1=C(O)CC(C)(C)CC1=O (configuration not stated),94,-11,104,0,0,7,2,89,6
O=C(NCCc1ccccc1)c1nc2nc(-c3cccs3)cc(C(F)(F)F)n2n1,107,-32,81,-5,-3,.,8,75,-6
CCN(CC)S(=O)(=O)c1ccc(C(=O)OCCNC(=O)c2cccnc2)cc1,96,4,104,-7,2,0,2,105,-8
Cn1nc([N+](=O)[O-])nc1Oc1ccc2ccccc2c1,110,-3,98,-6,5,6,-6,101,-4
O=C(CNS(=O)(=O)c1ccccc1)Nc1ccc(C(F)(F)F)cc1,101,8,100,-5,9,14,-6,92,-4
# Next part
SMILES,Fibroblast inh,S1P2 antag,HUVEC inhibit,S1P2 ag,sEH inhibitor,PostGolgi ctrl,sEH act,H69AR inhibit,PTPN22 act
COc1ccccc1Nc1nnc(SCC(=O)N2CCCC2=O)s1,100,7,100,-4,-10,-6,9,104,1
Cn1c(=O)n(-c2cccc(Cl)c2)c(=O)c2c3c(sc21)COC(C)(C)C3,94,10,94,-8,-3,13,5,86,-1
CC1(C)Cc2cccc(OCC(=O)Nc3cccnc3Cl)c2O1,97,-5,100,0,17,-3,-18,85,-9
Cc1cccc2cc(=O)[nH]c(C)c12,106,13,91,-3,.,2,.,101,2
CCCCn1c(SCC(=O)NC(=O)NCc2ccco2)nc2cc(S(N)(=O)=O)ccc21,98,-2,106,-3,3,10,-3,54,-7
Cc1csc(SCC(=O)NC2CCCCC2)n1,96,7,95,-6,3,7,0,107,10
S=C(NCCN1CCOCC1)N/N=C/c1c2ccccc2cc2ccccc12,90,-28,86,2,-4,26,4,60,-1
Cc1ccc(S(=O)(=O)c2cc(N3CCOCC3)nc(-c3ccccc3)n2)cc1,.,6,.,0,-23,23,26,.,-2
Oc1ccccc1-c1nnc(COc2ccc(Cl)cc2Cl)o1,90,-2,124,-5,-7,4,6,64,-8
CCOC(=O)c1c(C)[nH]c(C(=O)CSc2nnc(C3CC3)n2N)c1C,107,-13,89,-4,2,-5,-2,68,4
O=C(Nc1cccnc1)c1cnc2ccccc2n1,106,-8,109,0,-7,5,11,86,-2
N#CCc1c(C#N)c(N)nc(N2CCN(c3ccc(F)cc3)CC2)c1C#N,108,-16,99,-2,-10,47*,10,85,16
CCN1CCN(S(=O)(=O)c2ccc(OC)c(Br)c2)CC1,97,28,93,-2,-17,7,15,116,-2
Cc1occc1C(=O)NCc1ccccc1,97,26,97,2,-5,8,7,104,-8
CCSc1nc2ccccc2n1CC(N)=O,101,-11,94,-6,8,-1,-6,84,7
CC(=O)c1cccc(NC(=O)N2CCCC2C(=O)NCc2ccc(C)cc2)c1 (configuration not stated),107,26,106,-4,11,2,-12,88,19
Cc1ccc(-c2nnc(SCC(=O)Nc3ccc4c(c3)OCCO4)n2N)cc1,99,18,96,-5,.,2,.,94,-6
CC(=O)NC1=NC(=O)/C(=C/N2CCOCC2)S1,100,8,94,-2,3,20,-3,100,-7
Cc1ccc(S(=O)(=O)N/N=C\c2cc3c(cc2[N+](=O)[O-])OCO3)cc1,.,13,.,-3,-15,-6,15,.,2
Cc1nnc(SCC(=O)NCCN2C(=O)CSC2=O)s1,102,26,113,-4,-19,-2,14,96,7
c1ccc(Cn2nnc3c(N4CCc5ccccc5C4)ncnc32)cc1,94,14,101,-6,-8,30*,10,.,-7
COc1ccc(CCNC(=O)CSc2nnc(-c3cccc(F)c3)o2)cc1OC,98,15,98,-10,41,5,-41,96,5
COc1ccccc1C(CC(=O)Nc1nccs1)c1ccco1 (configuration not stated),96,5,88,2,15,19,-12,74,-7
Cn1cccc1Cc1nnc(SCC(=O)N2CCN(c3ccccc3)CC2)n1-c1ccc(F)cc1,.,9,.,0,.,2,.,.,-3
CCOC(=O)c1c(C)[nH]c(C)c1-c1ccccc1OC,91,7,104,-3,-3,2,2,94,-2
# Continued.
SMILES,Fibroblast inh,S1P2 antag,HUVEC inhibit,S1P2 ag,sEH inhibitor,PostGolgi ctrl,sEH act,H69AR inhibit,PTPN22 act
COc1ccc(/C=N/NC(=O)CCc2c(C)n[nH]c2C)cc1O,108,-9,93,-4,-6,9,3,101,-5
CC(C)CC(NC(=O)C1CCC(C)CC1)C(=O)Nc1cccnc1 (configuration not stated),99,.,94,.,.,5,.,101,.
Cn1c(=O)c2c(nc(CN3CCc4ccccc4C3)n2CC(=O)c2ccccc2)n(C)c1=O,83,-13,75,-6,8,.,-5,74,12
Cc1ccc(Cn2ncc3c(N4CCCC4)ncnc32)cc1,98,-24,99,11,4,2,-2,91,-3
COc1ccccc1C(=O)n1nc(-c2ccco2)nc1N,98,-8,100,-5,11,8,-7,96,-5
O=C1c2cccnc2C(=O)N1Cc1ccc(Cl)cc1,103,-5,101,-3,0,7,0,94,-6
